mHTT CaM bind = mHTT-calmodulin interaction abrogation; P42858; AlphaScreen His-mHTT/GST-CaM binding, luminescence; inhibition, % at 15 µM; 190,000 compounds, 3.6% hits; AID 1671202;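 further: 0% = both proteins with DMSO and 100% = one protein alone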
Target sequence (P42858 whole entry, looked up, stated change not applied): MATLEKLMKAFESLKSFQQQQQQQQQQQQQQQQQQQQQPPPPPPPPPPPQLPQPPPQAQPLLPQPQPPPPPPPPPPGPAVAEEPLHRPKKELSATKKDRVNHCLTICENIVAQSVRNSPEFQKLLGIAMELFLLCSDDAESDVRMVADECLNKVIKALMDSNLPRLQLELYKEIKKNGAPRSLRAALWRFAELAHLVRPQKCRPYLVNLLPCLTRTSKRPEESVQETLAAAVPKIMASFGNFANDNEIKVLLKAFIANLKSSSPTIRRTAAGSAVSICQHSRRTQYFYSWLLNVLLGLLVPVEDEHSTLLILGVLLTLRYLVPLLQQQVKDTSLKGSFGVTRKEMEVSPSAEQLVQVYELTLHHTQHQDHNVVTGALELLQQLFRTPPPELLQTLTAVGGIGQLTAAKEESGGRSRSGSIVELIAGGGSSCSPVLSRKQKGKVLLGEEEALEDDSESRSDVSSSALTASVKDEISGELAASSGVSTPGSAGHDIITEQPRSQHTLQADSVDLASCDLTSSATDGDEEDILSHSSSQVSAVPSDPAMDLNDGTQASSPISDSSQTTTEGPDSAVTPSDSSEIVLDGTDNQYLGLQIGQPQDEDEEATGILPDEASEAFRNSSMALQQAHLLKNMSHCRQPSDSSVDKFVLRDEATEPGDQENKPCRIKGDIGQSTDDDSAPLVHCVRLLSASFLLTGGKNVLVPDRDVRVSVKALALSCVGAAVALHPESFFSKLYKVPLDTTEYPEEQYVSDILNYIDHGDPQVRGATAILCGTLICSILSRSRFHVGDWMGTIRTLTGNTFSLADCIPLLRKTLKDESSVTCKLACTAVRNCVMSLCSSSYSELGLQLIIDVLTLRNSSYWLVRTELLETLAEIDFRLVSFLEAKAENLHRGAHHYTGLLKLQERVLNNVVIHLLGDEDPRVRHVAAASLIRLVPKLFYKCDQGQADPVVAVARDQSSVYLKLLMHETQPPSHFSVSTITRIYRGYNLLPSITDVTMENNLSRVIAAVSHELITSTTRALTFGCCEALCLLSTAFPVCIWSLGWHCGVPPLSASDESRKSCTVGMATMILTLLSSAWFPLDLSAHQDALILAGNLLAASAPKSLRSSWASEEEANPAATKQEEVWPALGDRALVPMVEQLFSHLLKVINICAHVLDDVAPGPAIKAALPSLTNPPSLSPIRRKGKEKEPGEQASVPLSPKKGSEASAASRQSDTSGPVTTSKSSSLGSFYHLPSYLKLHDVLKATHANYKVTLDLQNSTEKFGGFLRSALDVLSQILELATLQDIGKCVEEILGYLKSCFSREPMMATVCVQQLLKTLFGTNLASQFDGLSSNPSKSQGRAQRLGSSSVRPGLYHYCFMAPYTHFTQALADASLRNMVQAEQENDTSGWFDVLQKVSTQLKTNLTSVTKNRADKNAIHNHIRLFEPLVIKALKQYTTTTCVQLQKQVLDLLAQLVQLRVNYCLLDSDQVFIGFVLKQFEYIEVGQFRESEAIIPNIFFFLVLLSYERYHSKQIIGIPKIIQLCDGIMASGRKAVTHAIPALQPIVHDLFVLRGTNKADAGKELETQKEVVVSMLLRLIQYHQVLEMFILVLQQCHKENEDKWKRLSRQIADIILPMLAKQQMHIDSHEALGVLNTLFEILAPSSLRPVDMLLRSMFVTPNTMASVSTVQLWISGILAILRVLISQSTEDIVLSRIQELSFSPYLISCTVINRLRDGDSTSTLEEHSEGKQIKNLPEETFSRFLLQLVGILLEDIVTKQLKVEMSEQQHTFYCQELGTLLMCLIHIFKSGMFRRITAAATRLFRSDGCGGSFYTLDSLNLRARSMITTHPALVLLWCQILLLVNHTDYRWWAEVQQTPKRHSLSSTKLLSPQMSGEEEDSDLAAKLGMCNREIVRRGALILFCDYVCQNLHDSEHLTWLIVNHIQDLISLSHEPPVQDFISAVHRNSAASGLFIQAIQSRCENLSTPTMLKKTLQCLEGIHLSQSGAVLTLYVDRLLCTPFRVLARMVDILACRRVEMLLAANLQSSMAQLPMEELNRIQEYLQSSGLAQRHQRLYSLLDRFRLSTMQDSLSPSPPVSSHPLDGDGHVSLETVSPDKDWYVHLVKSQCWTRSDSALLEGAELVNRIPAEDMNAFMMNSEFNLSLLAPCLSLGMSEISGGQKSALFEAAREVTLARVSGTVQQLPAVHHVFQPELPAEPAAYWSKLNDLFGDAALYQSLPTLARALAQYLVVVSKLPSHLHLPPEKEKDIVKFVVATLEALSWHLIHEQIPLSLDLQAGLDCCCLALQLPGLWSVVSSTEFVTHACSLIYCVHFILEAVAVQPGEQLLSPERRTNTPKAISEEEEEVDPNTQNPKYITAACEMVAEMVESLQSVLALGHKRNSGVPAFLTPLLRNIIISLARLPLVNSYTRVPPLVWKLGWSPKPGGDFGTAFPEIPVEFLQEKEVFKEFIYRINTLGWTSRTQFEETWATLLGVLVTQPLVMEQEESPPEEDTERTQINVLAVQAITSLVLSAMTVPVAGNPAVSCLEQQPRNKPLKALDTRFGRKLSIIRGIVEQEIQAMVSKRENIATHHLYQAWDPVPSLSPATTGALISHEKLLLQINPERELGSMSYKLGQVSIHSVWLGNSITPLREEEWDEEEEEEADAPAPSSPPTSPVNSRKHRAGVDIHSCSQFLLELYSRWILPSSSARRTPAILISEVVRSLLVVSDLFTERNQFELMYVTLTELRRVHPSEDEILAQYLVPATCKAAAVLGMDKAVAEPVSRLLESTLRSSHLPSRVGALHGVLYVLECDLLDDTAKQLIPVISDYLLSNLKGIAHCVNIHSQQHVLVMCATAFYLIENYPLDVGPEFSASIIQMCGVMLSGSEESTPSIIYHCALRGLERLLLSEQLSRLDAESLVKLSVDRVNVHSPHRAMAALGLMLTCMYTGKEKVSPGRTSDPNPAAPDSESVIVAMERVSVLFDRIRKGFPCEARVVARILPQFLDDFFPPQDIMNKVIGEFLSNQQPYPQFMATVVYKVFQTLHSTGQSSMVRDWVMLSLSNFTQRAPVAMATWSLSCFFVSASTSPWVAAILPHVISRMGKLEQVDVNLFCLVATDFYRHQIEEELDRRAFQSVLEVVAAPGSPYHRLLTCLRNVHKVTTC
Pf apPOL block = Pf-apPOL DNA polymerase inhibition; inhibition, % at 10 µM; AID 1794808; Recombinant Pf-apPOL, molecular beacon fluorescence, 1.5 h; 210,000 compounds, 0.25% hits
The depositor's hits bear a star; i = inactive; . = not tested or not shown. No stated cut-off is given here; in the data, active means inhibition above about 50%; inactive means the rest.

SMILES	mHTT CaM bind	Pf apPOL block
CN1C2=C(C(=O)CCC2)C(c2ccccc2OCc2ccc(F)cc2)C2=C1CCCC2=O	2	-4
O=S(=O)(Nc1ccccc1N1CCOCC1)c1cccc2nonc12	.	-7
O=C(O)c1ccc(CSCc2ccco2)cc1	-2	-1
O=C(NCC1CCCCC1)C1CCCN(c2cnn(Cc3ccccc3)c(=O)c2)C1 (stereo not drawn)	3	-9
COc1ccc(CC(=O)Nc2c3c(nn2-c2ccccc2C)CSC3)cc1	2	-5
COC(CNC(=O)c1cnn2c(C)c(Cc3ccccc3Cl)c(C)nc12)OC	13	-14
CC(C)(C)c1ccc(C(=O)Nc2c3c(nn2-c2ccc(F)cc2)CS(=O)(=O)C3)cc1	15	1
Cc1ccc(N2C(=O)C(N3C(=O)c4cccc([N+](=O)[O-])c4C3=O)C2c2ccc(F)cc2)cc1F (stereo not drawn)	16	2
Cc1c(Cl)c([N+](=O)[O-])nn1CC(=O)Nc1cc(C(F)(F)F)ccc1Cl	2	0
C#CCOc1c(Br)cc(/C=C2/SC(=S)NC2=O)cc1OC	22	.
O=C(Nc1ccc(N2CCCN(Cc3ccncc3)CC2)nc1)c1ccc(F)cc1	25	-1
CSCc1nnc(NC(=O)c2ccc(S(=O)(=O)N3CCCCC3C)cc2)o1 (stereo not drawn)	22	-25

Compound profiles, as listed above. Order of screens: mHTT CaM bind | Pf apPOL block
`Cc1c(Cl)c([N+](=O)[O-])nn1CC(=O)Nc1cc(C(F)(F)F)ccc1Cl` reads 2 | 0
`CN1C2=C(C(=O)CCC2)C(c2ccccc2OCc2ccc(F)cc2)C2=C1CCCC2=O` reads 2 | -4

Next section
SMILES	mHTT CaM bind	Pf apPOL block
O=C(O)CCS(=O)(=O)c1cc(Br)cc2c1N(C(=O)C1CC1)CC2	-4	-8
COc1ccc(CNC(=O)CN2C(=O)NC3(CCCCC3)C2=O)cc1OC	2	-4
CC(C)(C)C1=NOC(O)(C(F)(F)F)C1 (stereo not drawn)	-11	.
COCCNC(=O)C1CCN(CC2CC=CCC2)CC1 (stereo not drawn)	-6	-1
CC(C)(C)c1ccc(C(=N)SC(C(=O)C(F)(F)F)c2ccccc2)cc1 (stereo not drawn)	.	0
Cc1cc(C)cc(NC(=O)c2c(C)nc3ccccn23)c1	28	6
CCCCCCCCCCCCN1CCSCCS1(=O)=O	-8	-4
CC(C)=CCCC1(C)OC(=O)N(Cc2ccccc2)C1(C)O (stereo not drawn)	-4	-8
O=[N+]([O-])c1cc(Sc2nc3ccccc3o2)cc2nsnc12	7	.
O=C(c1cccs1)N1CCCN(c2nnc3ccc(C(F)(F)F)cn23)CC1	-1	-5
COc1ccc(C2C(C(=O)c3ccco3)=C(O)C(=O)N2CCN(C)C)cc1OC (stereo not drawn)	-3	0
O=C1CC(C(=O)N2CCN(c3ccccc3)CC2)CN1CCc1c[nH]c2ccc(F)cc12 (stereo not drawn)	29	-1
Cc1cc(C(=O)N=S(C)(=O)c2cccs2)no1 (stereo not drawn)	.	-12
Oc1ccc(Br)cc1CN1CCC(N2CCOCC2)CC1	1	-13
Cc1nc(C2CCN(C(=O)CCc3c[nH]c4ccccc34)CC2)n[nH]1	-8	-3
CN(C)c1nc(N)c(C(=O)N=C(N)N)nc1Cl	.	2
COc1ccc(/C(N)=N/OC(=O)c2c(-c3ccccc3Cl)noc2C)cc1	i	-1
O=C(NCCc1ccccc1)C1CCN(CCCc2ccccc2)CC1	-4	-8
N#CC1=C(SCC(=O)Nc2ccc(Cl)cc2)NC(=O)C(C#N)C12CCCCC2 (stereo not drawn)	25	-7
COc1ccc(C2=N/C(=C/c3ccc4c(c3)OCO4)C(=O)O2)cc1Br	9	-1
CCOc1ccc(CCNS(=O)(=O)c2cccc3nsnc23)cc1OCC	1	-3
O=C(c1ccncc1)N1CCCN(c2cc(-c3ccc4c(c3)OCO4)[nH]n2)CC1	21	-2
O=[N+]([O-])c1ccccc1C1Oc2ccccc2C2CC(c3cccs3)=NN21 (stereo not drawn)	20	-7
O=C(O)c1ccc(S(=O)(=O)c2ccc3c(c2)C(=O)N(c2ccccc2[N+](=O)[O-])C3=O)cc1	-3	0
CC(C)NC(=O)c1cccnc1N1CCNC(c2ccccc2)C1 (stereo not drawn)	-1	-1
O=C(Cc1c[nH]c2ccccc12)N1CCC(c2nc(C3CC3)no2)C1 (stereo not drawn)	12	2
CN(C)c1ccc(CNC(=O)CC2CCN(C(=O)C3CCCCC3)CC2)cc1	10	-8
CSc1cc(-c2cccs2)nc(-c2ccc(Cl)cc2)n1	.	-3
CC(CCc1ccc(O)cc1)NCc1ccc(Br)cc1 (stereo not drawn)	4	-3
NCCCS(=O)(=O)O	.	4
Cc1ccc(NC(=O)C(=O)NCC(O)c2ccccc2)cc1 (stereo not drawn)	-8	5
Cc1cc(=O)n2[nH]c(-c3ccccc3)cc2n1	-6	1
COc1cc(C(=O)Nc2cccc([N+](=O)[O-])c2)cc(OC)c1OC	5	0
O=C(CN(Cc1ccc(F)cc1)S(=O)(=O)c1ccc(Cl)cc1)NCc1ccncc1	5	-2
Nc1ncnc(N(CCO)Cc2ccccc2)c1[N+](=O)[O-]	3	0
COc1nccnc1NC1CCN(S(=O)(=O)c2cn(C)cn2)CC1	-2	-5
C(=C\c1nn2cnnc2s1)/c1ccccc1	0	.
COc1ccc(CCS(=O)(=O)NCC2CCN(C(=O)Oc3ccccc3)CC2)cc1	1	-7
Cc1nc2ccc(S(=O)(=O)NCCCn3nc(-c4ccco4)ccc3=O)cc2s1	15	12
O=C(NC1CCCCC1)C1c2cccn2CC(=O)N1Cc1ccc(F)cc1 (stereo not drawn)	1	0
Cc1[nH]nc2c1C(c1ccc(F)cc1F)CC(=O)N2 (stereo not drawn)	-3	-6
Cc1cccc(C2=NN(c3ccccc3)[C@H](CO)[C@H]2c2ccc(F)cc2)c1	81*	-7
CCOc1cc(CN2CCN(c3ccccc3OCC)CC2)ccc1OC	3	-9
COCCN1C(=O)C(=O)C(=C(O)c2ccccc2)C1c1ccc(OC)cc1OC (stereo not drawn)	1	-4
O=C1CCCc2oc3ccc(NS(=O)(=O)c4cc([N+](=O)[O-])ccc4Cl)cc3c21	27	10
O=S(=O)(N[C@@H]1C[C@@H]2CC[C@H]1C2)c1ccc(Cl)cc1	-17	.
CC1(CNS(=O)(=O)c2ccc(F)c(Cl)c2)CCOCC1	0	-4
Oc1ccc(Cl)cc1-c1cc(C(F)(F)F)on1	-6	-6

Already shown: entries from further up.
SMILES	mHTT CaM bind	Pf apPOL block
COc1cc(C(=O)Nc2cccc([N+](=O)[O-])c2)cc(OC)c1OC	5	0
O=C(CN(Cc1ccc(F)cc1)S(=O)(=O)c1ccc(Cl)cc1)NCc1ccncc1	5	-2
Nc1ncnc(N(CCO)Cc2ccccc2)c1[N+](=O)[O-]	3	0
COc1nccnc1NC1CCN(S(=O)(=O)c2cn(C)cn2)CC1	-2	-5
C(=C\c1nn2cnnc2s1)/c1ccccc1	0	.
COc1ccc(CCS(=O)(=O)NCC2CCN(C(=O)Oc3ccccc3)CC2)cc1	1	-7
Cc1nc2ccc(S(=O)(=O)NCCCn3nc(-c4ccco4)ccc3=O)cc2s1	15	12
O=C(NC1CCCCC1)C1c2cccn2CC(=O)N1Cc1ccc(F)cc1 (stereo not drawn)	1	0
Cc1[nH]nc2c1C(c1ccc(F)cc1F)CC(=O)N2 (stereo not drawn)	-3	-6
Cc1cccc(C2=NN(c3ccccc3)[C@H](CO)[C@H]2c2ccc(F)cc2)c1	81*	-7
CCOc1cc(CN2CCN(c3ccccc3OCC)CC2)ccc1OC	3	-9
COCCN1C(=O)C(=O)C(=C(O)c2ccccc2)C1c1ccc(OC)cc1OC (stereo not drawn)	1	-4
O=C1CCCc2oc3ccc(NS(=O)(=O)c4cc([N+](=O)[O-])ccc4Cl)cc3c21	27	10
O=S(=O)(N[C@@H]1C[C@@H]2CC[C@H]1C2)c1ccc(Cl)cc1	-17	.
CC1(CNS(=O)(=O)c2ccc(F)c(Cl)c2)CCOCC1	0	-4

(further entries)
SMILES	mHTT CaM bind	Pf apPOL block
O=[N+]([O-])c1ccc(-c2nc(C=Nc3ccc(Br)cc3Br)c(O)o2)cc1	-2	-2
COc1ccc(Cl)cc1S(=O)(=O)N1CCN(C23CC4CC(CC(C4)C2)C3)CC1	3	-8
CCOC(=O)c1ccc(N2CCOCC2)c(NS(=O)(=O)c2ccccc2[N+](=O)[O-])c1	.	-9
CC1(O)OC2(C)CCC1(C)OC2(C)O (stereo not drawn)	-4	.
CC(C)(C)n1ncc2c(=O)n(CCC(=O)NCCC3=CCCCC3)cnc21	-5	-15
CC1(C)C=Cc2cc(OCc3ccc([N+](=O)[O-])cc3)c(OCc3ccc([N+](=O)[O-])cc3)cc2O1	.	-3
Cc1ccc(N=C2C(=O)Nc3cc(Br)c(C)cc32)cc1	55*	-1
O=C(O[C@@H]1C[C@H]2C[C@@H]1[C@H]1CCCCN1C2=O)N1CCN(c2ccccc2)CC1	-4	-5
O=C(NCCCn1ccnc1)c1cc2nc(-c3ccc([N+](=O)[O-])cc3)cc(C(F)(F)F)n2n1	14	-2
COc1ccc2oc(=Nc3cccc(C)c3)c(C(N)=O)cc2c1	15	0
CCOC(=O)N1CCN(Cc2cc(Br)c(OC)cc2OC)CC1	8	1
O=C(NCc1csc(C2CCN(S(=O)(=O)c3ccc(Cl)cc3)CC2)n1)C1CC1	4	0
CC(NS(=O)(=O)C1CON(C)C1c1ccccc1F)c1ccccc1 (stereo not drawn)	0	0
CC(C)N(C)C(=O)Cc1ccc(N)cc1	1	-6
Cc1ccc(CN2CCN(C3CCN(C(=O)Nc4cc(C)ccc4C)CC3)C2=O)cc1	16	0
Cc1cccc(CC(=O)N2CCN(c3nc4ccncc4n(CC(C)C)c3=O)CC2)c1	0	-12
Cc1noc(-c2cccn2Cc2ccccc2F)n1	-38	0
COc1ccc(CN2CCN(c3cccc(Cl)c3)CC2)c(OC)c1C	49	-9
CC1=CC(=O)/C(=C\c2c(O)cc(C)oc2=O)C(=O)O1	-1	6
Oc1ccc(N=Cc2cccc(I)c2O)cc1-c1nc2ccccc2o1	23	-3
O=C(NCC(c1ccsc1)N1CCCCCC1)C(=O)Nc1ccc2c(c1)OCCO2 (stereo not drawn)	-18	-6
CCn1c(=O)c(NCc2ccc(F)cc2F)nc2ccncc21	1	-8
C=CCn1cnc2c1c(=O)n(Cc1ccccc1)c(=O)n2-c1cccc(F)c1	21	-1
CCCNC(=O)N1CCc2cn(CCOC)c3cccc(c23)C1	-6	-2
COc1cc(NC(=O)Nc2ccccc2C)c(OC)cc1Cl	3	-4
Oc1ccc2c(c1)c(-c1ccccc1)nn2-c1ccccc1	55*	-3
N#CC(=C1Nc2ccccc2N1)c1nc(C#N)c(C#N)nc1N1CCN(c2ccccc2)CC1	11	0
O=C(NC(=O)N1CCCCC1)c1cc(Br)cc(Br)c1	.	-12
CC1C(=O)N(c2ccc(F)cc2)CCN1C(=O)c1ccc(Cl)c(Cl)c1 (stereo not drawn)	7	-3
COc1cccc(-n2c(N3CCCC(C(=O)NCC(C)C)C3)nc3ccsc3c2=O)c1 (stereo not drawn)	-6	-4
O=C(O)c1c[nH]c2ccccc2c1=O	-7	-6
Cc1cc(C)n(S(=O)(=O)c2cc(Br)ccc2C)n1	-17	-8
O=C(c1ccco1)N1CCc2nc(-c3ccc(F)cc3)ncc2C1	3	-5
COc1ccc(CCNC(=O)c2nc3ccccc3c(=O)n2-n2cccc2)cc1OC	.	-15
CC(C)(CO)NC(=O)NC1CCCCC1	-2	-6
CCn1c(N2CCCC(C(=O)Nc3ccc(OC)c(OC)c3)C2)cc(=O)n(C)c1=O (stereo not drawn)	30	-1
COc1ccccc1C1CN(C(=O)c2ccccc2C)CC1C(=O)N1CCOCC1 (stereo not drawn)	1	4
Cc1ccc(C2=NOC(C(=O)NCC(=O)NC3CC3)C2)cc1 (stereo not drawn)	-5	-6
Cc1ccc2oc(-c3cc(NC(=O)c4cccs4)ccc3Cl)nc2c1	-19	-5
OC1CCN(Cc2cccc(Cl)c2Cl)CC1	-5	0
O=C(O)C1C2C=CC(C2)C1C(=O)N1CCN(Cc2ccccc2)CC1 (stereo not drawn)	-3	-3
FC(F)(F)COc1nc(N2CCOCC2)nc(N2CCN(Cc3ccccc3)CC2)n1	5	-2
O=C(Nc1ccc(Br)cc1)c1ccc(F)c(S(=O)(=O)N2CCc3ccccc32)c1	-8	0
Oc1ccc(-c2[nH]ncc2-c2ccc(Br)cc2)c(O)c1	45	0
CCC(C(=O)OC1(C(C)=O)CCC2C3C=CC4=CC(=O)CCC4(C)C3CCC21C)c1ccccc1 (stereo not drawn)	10	-1
CC(C)Oc1ccc(CNC(=O)C2CCCN(C(=O)c3ccccc3F)C2)cc1 (stereo not drawn)	28	-17
COc1ccccc1N1C(=O)CC(Sc2ccc(Cl)cc2)C1=O (stereo not drawn)	-2	-1
CCc1ccccc1NC(=O)N1CCc2nc(-c3ccc(Cl)cc3)ncc2C1	5	-4
Cc1nc2nc(-c3ccc(Br)cc3)cn2nc1C	-1	-1
NC(=O)CSc1nnc(COc2ccc(Cl)cc2Cl)o1	-1	-17
CCCC12CN3CC(CCC)(CN(C1)C3c1ccc([N+](=O)[O-])cc1)C2=O (stereo not drawn)	-6	-2
COc1ccc(CCNC(=O)N2C(=O)CCC2=O)cc1OC	-8	-6
Cc1cccc(NC(c2cccc([N+](=O)[O-])c2)c2ccc3ccc(C)nc3c2O)n1 (stereo not drawn)	70*	-10
CCc1nnc(NC(=O)CSc2nc3c(c(=O)n2-c2ccc(Cl)cc2)SCC3)s1	2	-2
O=C(O)C1CCN(c2nc(-c3ccc([N+](=O)[O-])cc3)cs2)CC1	8	-4
Cc1ccc(-n2nc3c(c2NC(=O)c2ccc4c(c2)OCO4)CSC3)cc1	7	-4
Cc1cc[n+](C2C(c3ccc(Br)cc3)C(C#N)=C(S)NC2(O)C2CC2)cc1 (stereo not drawn)	89*	-7
Cc1cc(C)n(-c2ccc3ccccc3n2)n1	-15	3
O=C(Nc1cccc(C(F)(F)F)c1)N1CC(c2nc(-c3cccs3)no2)C1	-8	-1
COc1ccc([C@H]2C[C@@H](O)[C@H](n3cc(-c4ccc(F)cc4)nn3)CN2C(=O)C2CCCCC2)cc1	12	7
O=C(NCc1cccs1)NCC1CC(=O)N(c2ccc(F)cc2)C1 (stereo not drawn)	-3	-5
CCOc1ccc(C2CC(c3ccc(OC(F)F)cc3)n3ncnc3N2)cc1Cl (stereo not drawn)	33	-12

Screening data as filed in PubChem.
